GPR35 antagonists: inhibition of zaprinast-stimulated GPR35 beta-arrestin translocation – imaging, U2OS, beta-arrestin-GFP, zaprinast agonist, primary screen (AID 2058); U2OS GPR35 beta-arrestin-GFP translocation imaging, zaprinast antagonism; higher % means a stronger effect; inhibition, % at 10 µM; hits with a dose series show IC50 in µM; 0.052% of 290,000 active;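 active = inhibition of at least 50% with at least 30 cells and total cytoplasm GFP at most 10,000,000; inconclusive = under 30 cells or total GFP of 10,000,000 plus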
SIAH1 antagonists: Siah-1 peptide-binding antagonists, primary screen, biochemical, fluorescence polarization, rhodamine-plectin, uHTS (AID 1817); one-dose displacement, % at 20 µM; IC50 in µM for titrated hits; Siah-1 / rhodamine-plectin peptide fluorescence polarization; higher % means a stronger effect; 0.02% of 290,000 active;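 active = displacement of at least 50% at 20 µM, with a fluorescence ratio check between 0.3 and a set limit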;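 also: plate controls were Siah plus tracer with DMSO for no effect and tracer alone without Siah for full effect; strong numbers were not always called active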
KOR beta-arrestin-1: KOR antagonists, beta-arrestin recruitment, cell-based, luminescence, uHTS (AID 1778); KOR beta-arrestin recruitment, luminescence, antagonist mode; higher % means a stronger effect; 0.091% of 290,000 active; inhibition, % at 10 µM, or IC50 in µM where a hit was titrated; in the data active = inhibition above about 50%; also: strong numbers were not always called active
NOD1 NF-kB reporter: NOD1 signaling inhibitors, primary screen, cell-based, luminescence, uHTS (AID 1578); NOD1-driven NF-kB luciferase reporter cells, luminescence; higher % means a stronger effect; inhibition, % at 4 µM; hits with a dose series show EC50 in µM; 1% of 290,000 active; in the data active = inhibition mostly above about 36%, no sharp cut-off; inactive = mostly below about 34%;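 also: HEK-293T reporter cells stimulated with the NOD1 agonist gamma-tri-DAP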
GPR55 antagonists: GPR55 antagonists blocking LPI-driven arrestin recruitment, primary screen, imaging, U2OS, beta-arrestin-GFP, LPI agonist (AID 2013). U2OS GPR55 beta-arrestin-GFP translocation imaging, LPI antagonism; higher % means a stronger effect. one-dose inhibition, % at 10 µM; IC50 in µM for titrated hits. 0.13% of 290,000 active;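 active = spots per cell inhibited over 60%, with over 100 cells counted and total cytoplasm intensity under 500,000; inconclusive = wells with under 100 cells, flagged as likely toxic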;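 also: U2OS cells stably carrying GPR55 and arrestin-GFP stimulated by 5 µM LPI near EC80; imaged beta-arrestin-GFP aggregate spots per cell after agonist stimulation; plate controls were LPI-stimulated DMSO wells for no effect and DMSO wells without LPI for full effect; some results filed as inactive read as strong as hits; confirmed hits need IC50 under 10 µM and bright autofluorescent wells are also inconclusive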
AID2073: disruptors of CaV2.2 binding to Mint1 – biochemical, HTRF (AID 2073); HTRF protein-protein interaction, Mint1-CaV2.2; higher % means a stronger effect; inhibition, % at 20 µM, or IC50 in µM where a hit was titrated; 0.19% of 290,000 active; in the data active = inhibition mostly above about 51%, no sharp cut-off; inconclusive = no clear call, values can overlap the other calls; inactive = mostly below about 53%; also: some results filed as inactive read as strong as hits
GPR55 beta-arrestin: GPR55 agonists via beta-arrestin recruitment, primary screen, imaging, U2OS cells, beta-arrestin-GFP redistribution (AID 1961); U2OS GPR55 beta-arrestin-GFP redistribution imaging; higher % means a stronger effect; activation, % at 10 µM, or EC50 in µM where a hit was titrated; 0.048% of 290,000 active;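 active = activation above 40% with more than 50 cells counted in the well; inconclusive = wells holding fewer than 50 cells, flagged as toxic or sparse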;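 also: U2OS osteosarcoma cells stably expressing GPR55 and beta-arrestin-GFP; plate controls were DMSO negative control for no effect and LPI positive control for full effect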
KOR beta-arrestin-2: KOR agonists, beta-arrestin recruitment, primary screen, cell-based, luminescence, uHTS (AID 1777); KOR beta-arrestin recruitment, luminescence; higher % means a stronger effect; activation, % at 10 µM; hits with a dose series show EC50 in µM; 0.02% of 280,000 active; in the data active = activation above about 50%, passing the limit was not always enough; also: a part of the inactive calls stands beside numbers as strong as those of hits
HIV peptide binding: cell-free HIV fusion peptide-binding blockers – biochemical, uHTS, fluorescence dequenching, primary screen (AID 1986); cell-free peptide binding, fluorescence dequenching, 30 min; higher % means a stronger effect; inhibition, % at 20 µM; hits with a dose series show IC50 in µM; 0.3% of 290,000 active; in the data active = inhibition mostly above about 52%, no sharp cut-off; inactive = mostly below about 76%; also: some results filed as inactive read as strong as hits
* hit, by the source's call; ? = inconclusive; / = not tested or not shown; & = joins results of further samples; [ ] = dose if it differs, or a comment. Not all compounds are listed, so the mix of outcomes need not match the whole.

SMILES	GPR35 antagonists	SIAH1 antagonists	KOR beta-arrestin-1	NOD1 NF-kB reporter	GPR55 antagonists	AID2073	GPR55 beta-arrestin	KOR beta-arrestin-2	HIV peptide binding
Cc1c(C(=O)c2ccccc2)c2ccccc2n1C	20%	8%	28%	-8%	8%	16%	0.0%	-2.6%	-1.1%
CCOP(=S)(OCC)Oc1cc(C)oc(=O)c1	2%	-9%	0%	10%	-2%	-18%	-0.1%	0.5%	-2.2%
O=C(CN1C(=O)CCSc2ccccc21)N1CCC2(CC1)OCCO2	6%	2%	45%	-14%	8%	-2%	0.0%	-4.0%	2.0%
CC(=O)C1C2c3ccccc3OC1(C)N=c1s/c(=C/c3cnn(C)c3)c(=O)n12 (stereo not drawn)	0%	3%	10%	7%	22%	9%	0.3%	-2.9%	-1.7%
O=c1[nH]c(=O)n(CC2CCCO2)c(O)c1/C=C1\C=Nc2ccccc21 (stereo not drawn)	-2%&-8%	1%&3%	-7%	14%&10%	-16%&-1%	6%&5%	0.0%&0.3%	3.2%&1.0%	15%&5.1%
Cc1cc(C(=O)O)c(C)n1C1CC1	-8%	0%	-9%	1%	2%	18%	0.3%	4.7%	-1.0%
O=C(Cn1c(=O)n(CC2CS2)c2ccccc21)N1CCCCCC1 (stereo not drawn)	-2%	3%	/	-20%	-2%	5%	0.2%	/	0.2%
CCN1CCc2ccccc2C1	-2%	9%	19%	-1%	7%	19%	1.4%	-4.0%	-1.0%
O=[N+]([O-])c1ccc(N2CCCNCC2)c2ncccc12	9%	3%	18%	0%	5%	-28%	0.1%	5.7%	-1.7%
C(#CCN1CCOCC1)COCC#Cc1ccccc1	9%	5%	-2%	-8%	4%	3%	0.3%	1.7%	4.7%
O=[N+]([O-])c1cccc2c([As](=O)(O)O)cccc12	4%	3%	15%	10%	8%	5%	0.9%	0.9%	0.4%
Cc1c(C)c2cc(Cl)c(OCC(=O)N3C[C@H]4C[C@@H](C3)c3cccc(=O)n3C4)cc2oc1=O	-11%	1%	24%[20 µM]	-18%	8%	0%	-0.1%	-1.9%	-0.7%
Cc1cccc(CN2CCCC(C(=O)c3ccc(C(F)(F)F)cc3)C2)n1 (stereo not drawn)	-7%	-3%	-4%[20 µM]	14%	-12%	-13%	-0.1%	/	-1.2%
Cc1ccc(-c2ccc(=O)n(CCC(=O)N3CCC4(CC3)OCCO4)n2)cc1	-6%	2%	-8%	-22%	7%	-6%	-0.2%	-3.4%	-0.3%
CC(C)[C@H]1C(=O)N2CCC[C@H]2[C@]2(O)O[C@](NC(=O)[C@@H]3C=C4c5cccc6[nH]cc(c56)C[C@H]4N(C)C3)(C(C)C)C(=O)N12	4%	41%	4%	-10%	8%	69%	-0.2%	-2.5%	40%
CN1CCN(CC#CCOc2ccc(Cl)cc2)CC1	0%	-2%	-8%[20 µM]	6%	-4%	8%	-0.1%	-5.6%	-1.6%
COc1ccc(-n2c(/C=C/c3ccc(O)c(OC)c3)nc3ccccc3c2=O)cc1	-5%	-3%	-14%	-9%	-4%	?	0.0%	6.8%	-1.5%
C/C=C(\C)C(=O)N[C@@H](c1ccccc1)[C@@H](O)C(=O)O[C@H]1C[C@@]2(O)[C@@H](OC(=O)c3ccccc3)C3[C@](C)(C(=O)[C@H](O)C(=C1C)C2(C)C)[C@@H](O)C[C@H]1OC[C@@]31OC(C)=O (stereo partly drawn)	16%	-4%	-32%[20 µM]	-8%	-14%	6%	0.2%	-2.5%	0.1%
CCN1CCC2(CC1)NC(=O)c1ccccc1O2	-14%	6%	-20%	-26%	4%	6%	-0.2%	-1.9%	-0.7%
C=CCn1c(O)c(/C=N/NC(=O)c2ccncc2)c(=O)[nH]c1=O	-2%	-5%	15%	1%	-5%	22%	0.6%	7.3%	1.7%
CC1CN(c2ccc([N+](=O)[O-])c(N3CCCCC3)c2)CCN1 (stereo not drawn)	15%	2%	-10%	0%	1%	-16%	0.3%	4.5%	-0.9%
Cc1nc2c(c(=O)[nH]1)C(c1ccccc1Cl)c1c(c3ccccc3oc1=O)O2 (stereo not drawn)	-18%	20%	24%	-2%	6%	5%	-0.2%	0.4%	-0.9%
COC(=O)C(O)(c1ccc(NC(=O)c2ccccc2)cc1)C(F)(F)F (stereo not drawn)	3%	0%	30%	-8%	5%	-4%	-0.1%	-3.3%	0.3%
O=C(Nc1ccc(Cl)cc1)N1CC2CC(C1)c1cccc(=O)n1C2 (stereo not drawn)	11%	-2%	-24%	-17%	3%	-8%	-0.1%	17%	1.1%
CN1CCN(c2ccc(NC(=O)C(C)(C)C)cc2)CC1	7%	1%	-7%	-1%	1%	-4%	-1.0%	9.5%	-0.3%
Cc1ccc(-n2c(O)c(/C=N/Nc3ccccc3)c(=O)[nH]c2=O)cc1C	-1%	2%	2%	-16%	16%	-2%	0.2%	-0.4%	0.7%
Cc1ccc(NC(=O)c2cc(=O)c3ccccc3o2)cc1S(=O)(=O)N1CCCCC1	0%	-6%	-29%	8.7µM*	4%	4%	-0.3%	-6.9%	-2.5%
CCOC(=O)C1=C(N)OC2=C(C(=O)CCC2)[C@]12C(=O)N(CC(N)=O)c1ccccc12	7%	0%	-18%	-12%	11%	11%	0.3%	4.7%	-2.1%
Nc1c2c(nc3ccccc13)CCN(Cc1ccccc1)C2	4%	-4%	20%	-3%	6%	16%	0.0%	-3.1%	106%
CN1CCN(C(=O)COc2ccc(S(=O)(=O)NCc3ccccc3)cc2Cl)CC1	-2%	0%	14%	-25%	4%	-3%	-0.1%	1.2%	-0.6%
CN1c2ccc([N+](=O)[O-])cc2CC2(C(=O)NC(=O)NC2=O)C1c1ccccc1 (stereo not drawn)	-9%	4%	-5%	-2%	8%	-6%	0.3%	-2.5%	-0.4%
O=c1c(C=Nc2cccnc2Cl)c(O)n(CCCCl)c(=O)n1C1CCCCC1	-4%	-1%	8%	19%	5%	1%	0.0%	2.4%	71%*
O=c1[nH]c(=O)n(-c2ccccc2F)c(O)c1C=NCCC1=CCCCC1	-22%	3%	6%	-1%	5%	6%	-0.6%	-6.1%	6.2%
COc1ccccc1N1CCN(Cc2cccc(OC)c2O)CC1	0%	1%	-8%	5%	7%	-5%	0.1%	-0.6%	1.6%
CC(C)CCn1c(=O)c(C(=O)NCc2ccc3c(c2)OCO3)c(O)c2ccccc21	-6%	9%	-26%	1%	8%	13%	-0.1%	-1.9%	2.6%
O=c1[nH]c(=O)n(C2CCCCC2)c(O)c1C=Nc1ccc(N2CCOCC2)cc1	6%	-5%	10%	50%	12%	8%	-0.8%	13%	-0.1%
COc1ccc(CCn2c(O)c(/C=N/NC(=O)c3ccncc3)c(=O)[nH]c2=O)cc1OC	10%	-3%	32%	-20%	-18%	24%	0.1%	-3.4%	14%
CCOP(=O)(OCC)c1cc(CC)ccc1O	-2%	16%	18%	-5%	9%	8%	-0.1%	0.4%	-1.2%
COc1cc(/C=C/c2ccc3cccc(O)c3n2)cc(Cl)c1OC	13%	-12%	-27%	3.7µM*	-2%	36%	-0.1%	4.7%	2.6%
COc1ccc(CCNCc2cccn2C)cc1	8%	3%	12%	12%	-1%	3%	-0.2%	3.1%	-1.8%

Whole records as entered above.
O=c1[nH]c(=O)n(-c2ccccc2F)c(O)c1C=NCCC1=CCCCC1 as listed: GPR35 antagonists = -22%; SIAH1 antagonists = 3%; KOR beta-arrestin-1 = 6%; NOD1 NF-kB reporter = -1%; GPR55 antagonists = 5%; AID2073 = 6%; GPR55 beta-arrestin = -0.6%; KOR beta-arrestin-2 = -6.1%; HIV peptide binding = 6.2%
COC(=O)C(O)(c1ccc(NC(=O)c2ccccc2)cc1)C(F)(F)F (stereo not drawn) as listed: GPR35 antagonists = 3%; SIAH1 antagonists = 0%; KOR beta-arrestin-1 = 30%; NOD1 NF-kB reporter = -8%; GPR55 antagonists = 5%; AID2073 = -4%; GPR55 beta-arrestin = -0.1%; KOR beta-arrestin-2 = -3.3%; HIV peptide binding = 0.3%

The listing picks up, repeating the 3 entries before the break.
SMILES	GPR35 antagonists	SIAH1 antagonists	KOR beta-arrestin-1	NOD1 NF-kB reporter	GPR55 antagonists	AID2073	GPR55 beta-arrestin	KOR beta-arrestin-2	HIV peptide binding
CCOP(=O)(OCC)c1cc(CC)ccc1O	-2%	16%	18%	-5%	9%	8%	-0.1%	0.4%	-1.2%
COc1cc(/C=C/c2ccc3cccc(O)c3n2)cc(Cl)c1OC	13%	-12%	-27%	3.7µM*	-2%	36%	-0.1%	4.7%	2.6%
COc1ccc(CCNCc2cccn2C)cc1	8%	3%	12%	12%	-1%	3%	-0.2%	3.1%	-1.8%
CCN(CC)C(=O)c1ccc(N(Cc2ccccc2)S(C)(=O)=O)cc1	-6%	0%	-34%[20 µM]	-9%	11%	1%	-0.1%	2.0%	0.8%
COC(=O)c1c(N)n(Cc2ccc(OC)cc2)c2nc3ccccc3nc12	0%	0%	8%	2%	5%	17%	-0.1%	-3.1%	-1.8%
CCOC(=O)C1(CCc2ccccc2)CCN(Cc2cccc3cnccc23)CC1	18%	2%	-16%	30%	20%	-16%	0.1%	/	-1.6%
Cc1ccc2c(c1)C1CN(C)CCC1N2C(=O)c1cccs1 (stereo not drawn)	2%	4%	/	1%	10%	-4%	-0.1%	/	0.2%
Cc1c(N=Cc2c(O)n(Cc3ccccc3)c(=O)[nH]c2=O)c(=O)n(-c2ccccc2)n1C	12%	6%	-16%	-25%	11%	-2%	0.1%	3.9%	0.0%
COc1cc(Br)cc(/C=C/c2ccc3cccc(O)c3n2)c1O	10%	-10%	-55%	5.8µM*	-17%	23%	0.3%	1.6%	1.0%
O=C(c1csc2c1CCCCC2)N1CCC2(CC1)OCCO2	8%	-2%	7%	46%	4%	11%	0.5%	2.9%	0.2%
O=C1CCCN1CC#CCN1CCCC1	-1%	3%	14%	4%	1%	0%	0.1%	0.2%	0.3%
O=c1[nH]c(=S)n(Cc2ccc(F)cc2)c(O)c1C=NCCCn1ccnc1	-1%	3%	30%	-10%	5%	-13%	-0.1%	1.5%	-1.5%
S=C(c1ccc(Cl)cc1)N1CCOCC1	-3%	2%	25%	-2%	/	-15%	-0.2%	/	-0.5%

Assay outcomes from PubChem BioAssay.
